# Screens from PubChem BioAssay.
# S100A4 MyoIIA: inhibitors of S100A4-myosin IIA peptide binding, primary screen, biochemical, fluorescence polarization, TAMRA-MyoIIA peptide; inhibition, % at 10.7 µM; hit rate 0.14% among 360,000;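 active = mean inhibition of at least 70% across replicates, with every replicate also reaching that level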
# Target sequence (P26447 whole entry, looked up): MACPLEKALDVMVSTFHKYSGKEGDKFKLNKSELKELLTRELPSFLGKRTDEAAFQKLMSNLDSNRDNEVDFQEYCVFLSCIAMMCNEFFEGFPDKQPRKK
#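 Test system: S100A4 monomer protein. Medium: HEPES buffer with Ca2+, pH 7.2. Reagent: fluorescent myosin IIA peptide, 5 nM. Compound dosing: single-point compound testing. Timing: 5 min between mix addition and reading. Benchmarks: DMSO neutral and TFP positive wells.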
# ERAP1 HTS inh: human ERAP1 aminopeptidase inhibitors, primary screen, biochemical, single point, plate reader | Endoplasmic reticulum aminopeptidase 1 (Homo sapiens), Q9NZ08 | recombinant ERAP1, Leu-AMC fluorescence, 60 min | inhibition, % at 10.7 µM | hit rate 0.15% among 340,000 | AID 652197, 2013;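 active = mean replicate inhibition of at least 30%, or all replicates individually reaching that 30% level; inactive = mean below 30% and not every replicate reaching it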;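 note: 0% = neutral control wells and 100% = L-leucinethiol positive control wells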
# Target sequence (Q9NZ08 whole entry, looked up): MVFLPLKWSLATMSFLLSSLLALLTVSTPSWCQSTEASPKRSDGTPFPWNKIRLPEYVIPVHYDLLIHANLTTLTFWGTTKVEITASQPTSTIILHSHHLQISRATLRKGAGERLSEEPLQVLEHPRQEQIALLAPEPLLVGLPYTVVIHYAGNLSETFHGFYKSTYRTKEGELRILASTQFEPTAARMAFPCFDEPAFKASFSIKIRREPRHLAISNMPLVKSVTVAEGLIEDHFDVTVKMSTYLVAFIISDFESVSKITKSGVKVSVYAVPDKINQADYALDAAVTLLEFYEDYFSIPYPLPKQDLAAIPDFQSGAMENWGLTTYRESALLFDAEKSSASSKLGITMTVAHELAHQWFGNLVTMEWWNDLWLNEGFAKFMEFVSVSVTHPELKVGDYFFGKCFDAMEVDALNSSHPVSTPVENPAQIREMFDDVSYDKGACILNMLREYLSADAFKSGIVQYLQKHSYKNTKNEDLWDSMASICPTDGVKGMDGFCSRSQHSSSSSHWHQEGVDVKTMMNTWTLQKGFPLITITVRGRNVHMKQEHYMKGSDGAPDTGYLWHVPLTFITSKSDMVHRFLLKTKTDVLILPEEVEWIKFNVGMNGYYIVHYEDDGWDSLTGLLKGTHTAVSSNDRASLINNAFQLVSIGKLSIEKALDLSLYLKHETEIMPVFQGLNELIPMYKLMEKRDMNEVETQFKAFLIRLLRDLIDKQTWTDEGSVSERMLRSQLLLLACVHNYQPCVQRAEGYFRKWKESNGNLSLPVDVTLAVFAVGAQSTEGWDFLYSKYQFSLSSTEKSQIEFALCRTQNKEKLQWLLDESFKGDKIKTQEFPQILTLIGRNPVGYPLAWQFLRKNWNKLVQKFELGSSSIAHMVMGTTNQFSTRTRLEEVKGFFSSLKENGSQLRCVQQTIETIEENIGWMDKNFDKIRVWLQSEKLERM
# Statin myotox sup: suppressors of statin myotoxicity in C2C12 myotubes, primary screen, cell-based, single point, plate reader; rescue of ATP level, % at 7.49 µM; C2C12 myotubes + simvastatin, ATP luminescence, 48 h; scaled: DMSO 0, geranylgeraniol control 100; AID 602340, 2012; hit rate 0.78% among 330,000;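 active = mean ATP rescue above about 67%, or every replicate alone reaching that limit, limit read from the data, passing the limit was not always enough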;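 note: myotubes were challenged with 10 µM simvastatin during compound exposure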
# LGR2 antag: inhibitors of bursicon-induced LGR2 CRE-luciferase signal, primary screen, cell-based, HEK293, CRE-luciferase reporter, bursicon stimulation | Drosophila bursicon receptor LGR2 (rickets) | bursicon-stimulated, 4 h | inhibition, % at 9.99 µM | hit rate 0.35% among 380,000 | AID 720647, 2013;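 active = drop in luminescence signal, shown as inhibition above about 50% in the replicate tests, limit read from the data, passing the limit was not always enough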;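 note: agonist challenge used bursicon conditioned medium at about half maximal strength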
# Xi reactivation: activators of inactive X chromosome reactivation, primary screen, imaging, XiGFP fibroblasts, GFP high-content imaging, set 2. AID 743238, 2013. activation, % at 7.58 µM. hit rate 0.055% among 360,000. XiGFP mouse fibroblasts, % GFP-positive cells imaging, 3 d; cells co-treated with 5-aza-dC sensitizer; scaled so ellipticine positive control = 100%;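 active = mean normalized replicate activation at least 10% and every replicate at or above 10%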;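 note: 0% = median of on-plate neutral control wells and 100% = ellipticine 6 µM median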
#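 System: SV40-immortalized XiGFP fibroblast cells, line 68-5-11 / Incubation: 3-day compound exposure, then 15 min fixation at room temperature / Compound: single concentration per compound, delivered by pin transfer / Buffer or medium: DMEM plus 5-aza-dC sensitizer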
# SIRT5 block: SIRT5 desuccinylase inhibitors, primary screen, biochemical, fluorescence imaging, single point, set 5; NAD-dependent protein deacylase sirtuin-5, mitochondrial (Homo sapiens), Q9NXA8; inhibition, % at 15 µM; hit rate 1.1% among 330,000; Purified SirT5, succinyl-peptide AMC, trypsin-coupled fluorescence; in the data active = inhibition above about 15%
# Cneo AK release: Cryptococcus neoformans cell lysis inducers, primary screen, AK release luminescence, single concentration; hit rate 0.2% among 360,000; C. neoformans lysis, adenylate kinase release luminescence, 4 h; normalised: neutral wells 0, clomiphene wells 100; lysis activity, % at 15 µM;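 active = mean lysis activity across replicates of at least 80%, whatever share of replicates individually reach that level; inactive = mean lysis activity below 80%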
#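 read-out = cell lysis signal | test system = log-phase Cryptococcus neoformans yeast cells | input = cells at 5 × 10^6 per mL | medium = fresh YPD growth medium | signal = luminescent adenylate kinase detection reagent | timing = 4 h at 37 °C static, read 1 h later | dosing = single dose | controls = Clomiphene as positive lysis control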
# PGC1a acetyl inh: inhibitors of PGC1a acetylation signal, primary screen, cell-based, U2OS, AlphaScreen, inhibitor mode | hit rate 0.17% among 350,000 | inhibition, % at 15.6 µM | AlphaScreen anti-acetyl-lysine; with virally co-expressed GCN5 acetyltransferase;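 active = every replicate shows inhibition of at least 40%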;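 note: 0% = neutral control wells and 100% = positive control wells; some results beyond the cut were filed as inactive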
# An asterisk follows results filed as active; x = not tested or not shown.
SMILES,S100A4 MyoIIA,ERAP1 HTS inh,Statin myotox sup,LGR2 antag,Xi reactivation,SIRT5 block,Cneo AK release,PGC1a acetyl inh
CCOC(=O)COc1ccccc1/C=C1\NC(=O)NC1=O,-3.4,-1.2,2.9,-4.6,0.0,1.2,1.1,8.2
CN(C)S(=O)(=O)N1CCC(Oc2cccc(C(=O)N3CCCCCCC3)c2)CC1,4.3,-3.8,-2.5,-10.1,0.6,-3.3,-0.1,4.8
O=C(Nc1cccc(Cl)c1)N1C[C@H]2[C@@H](c3ccccc31)[C@H](CO)N2CC1CCOCC1,-0.8,-1.4,-12.0,4.9,1.4,3.7,-15.0,3.6
CCOC(=O)C1(Cc2ccccc2C(F)(F)F)CCN(C(C)CSC)CC1 (stereo unspecified),-2.9,-0.7,5.4,-20.6,0.2,-2.9,-2.3,4.1
CO[C@H]1CN(C)C(=O)c2ccc(NC(=O)c3ccccc3F)cc2OC[C@H](C)N(CC2CC2)C[C@@H]1C,-6.8,-7.4,x,-0.5,0.3,1.0,x,-11.5
Cc1ccc(NC(=O)COc2nc(C)cs2)cc1,-3.7,-2.3,-3.1,-3.7,x,-4.7,-1.5,-3.7
COc1ccc(-n2nc3c(N4CCC(C(=O)NCC(C)c5ccccc5)CC4)nnc(C)c3c2C)cc1 (stereo unspecified),-4.9,-1.1,-22.2,2.7,0.0,-4.5,2.1,11.9
CCc1ccc(NC(=O)CCS(=O)(=O)c2ccc(Cl)cc2)cc1,33.6,0.8,0.1,-10.2,-0.1,-5.5,-2.0,-6.3
COc1ccccc1-c1ccc([C@@H]2[C@@H](C#N)N(C(=O)C3CCCC3)[C@@H]2CO)cc1,2.7,3.7,x,-5.1,-0.1,1.9,x,-6.2
C=CCO/N=C(/CCC)C1=C(N)CC(C)(C)CC1=O,3.6,0.7,-6.2,-5.4,0.0,-1.2,0.7,-3.5
CCOC(=O)N1CCN(c2c(NCc3ccccc3Cl)c(=O)c2=O)CC1,0.4,-1.4,-2.4,2.9,-0.1,-1.9,-0.3,8.3
CN(C)c1ccc(-c2nnc(-c3cccs3)o2)cc1,-15.4,-0.6,x,16.1,0.1,-0.3,x,-9.3
Cn1cc(CN2CCC(CO)(CCCc3ccccc3)CC2)c(-c2ccccc2)n1,4.5,-1.8,-22.7,-4.4,-0.1,-2.0,8.1,-8.3
Cc1[nH]c2ccccc2c1C(=O)C(C)OC(=O)c1ccc(Cl)nc1 (stereo unspecified),-2.1,-6.4,x,3.2,-0.1,12.0,x,x
CCOc1ccc(S(=O)(=O)NC2CCCC2)cc1C,-1.9,-0.2,18.5,2.9,0.0,0.7,0.2,x
C=CCN(C(=O)c1csnn1)C(C(=O)NC1CCCC1)c1c(F)cccc1Cl (stereo unspecified),-1.1,2.9,14.8,-14.4,0.7,-3.9,2.3,8.9
COc1ccccc1N1CCN(C2CCCN(C(=O)c3cscn3)C2)CC1 (stereo unspecified),-0.2,-0.7,11.9,9.1,-0.1,0.9,2.2,x
N#C/C(=C\c1cccnc1)C(=O)Nc1ccc(S(N)(=O)=O)cc1,-2.9,-0.7,2.8,0.9,0.2,-3.2,-0.8,8.4
COC(=O)C[C@@H]1C=C[C@H](NC(=O)Nc2cc(F)ccc2F)[C@@H](CO)O1,-3.1,x,x,7.8,0.4,-2.7,x,x
O=C(/C=C/c1ccc(S(=O)(=O)N2CCOCC2)cc1)NCCCn1ccnc1,4.3,x,-10.5,-4.1,-0.2,-6.1,1.3,3.4
CCOC(=O)C1(Cc2cccc(F)c2)CCN(C(=O)C2CCOCC2)CC1,-3.7,-3.7,-0.8,-8.5,0.0,8.0,1.8,6.0
O=C(Cc1cccs1)N/N=C/c1ccc(OCc2ccccc2)cc1,4.5,-8.9,x,27.9,0.0,-3.9,x,x
Cc1ccccc1S(=O)(=O)N1CC(=O)N2[C@H](CO)[C@@H](c3ccc(C#Cc4ccccc4)cc3)[C@@H]2C1,-5.9,-1.2,x,1.9,0.2,-10.0,x,-5.4
O=C(Nc1nccs1)c1cc(Cl)nc2ccccc12,-5.4,6.0,-5.9,1.6,0.0,0.6,x,9.9

# One compound at a time, as listed above. Values in the order: S100A4 MyoIIA | ERAP1 HTS inh | Statin myotox sup | LGR2 antag | Xi reactivation | SIRT5 block | Cneo AK release | PGC1a acetyl inh
# O=C(/C=C/c1ccc(S(=O)(=O)N2CCOCC2)cc1)NCCCn1ccnc1 as listed: 4.3 | x | -10.5 | -4.1 | -0.2 | -6.1 | 1.3 | 3.4
# O=C(Nc1nccs1)c1cc(Cl)nc2ccccc12 as listed: -5.4 | 6.0 | -5.9 | 1.6 | 0.0 | 0.6 | x | 9.9
# CCOc1ccc(S(=O)(=O)NC2CCCC2)cc1C as listed: -1.9 | -0.2 | 18.5 | 2.9 | 0.0 | 0.7 | 0.2 | x
# CCOC(=O)C1(Cc2ccccc2C(F)(F)F)CCN(C(C)CSC)CC1 (stereo unspecified) as listed: -2.9 | -0.7 | 5.4 | -20.6 | 0.2 | -2.9 | -2.3 | 4.1
# O=C(Cc1cccs1)N/N=C/c1ccc(OCc2ccccc2)cc1 as listed: 4.5 | -8.9 | x | 27.9 | 0.0 | -3.9 | x | x

# The list continues.
SMILES,S100A4 MyoIIA,ERAP1 HTS inh,Statin myotox sup,LGR2 antag,Xi reactivation,SIRT5 block,Cneo AK release,PGC1a acetyl inh
C[C@@H]1CN([C@@H](C)CO)C(=O)c2cc(C#CC3CC3)cnc2O[C@H]1CN(C)C(=O)c1ccc(F)cc1,4.7,1.0,0.3,3.5,0.2,3.4,-1.2,7.5
Cc1ccc(C(=O)NNC(=O)C2CCN(c3nccc(C)n3)CC2)cc1,x,x,14.2,-14.9,x,x,1.2,3.0
Cc1ccc(/C=C/C(=O)OCc2nc(N)nc(Nc3ccccc3C)n2)o1,4.9,-2.2,x,4.2,0.0,8.1,x,x
Cc1noc(C)c1COc1ccccc1C(=O)N1CCN(c2cccc(C(F)(F)F)c2)CC1,2.1,1.9,-35.9,5.4,-0.7,-2.6,1.9,-5.0
COc1ccc(CN(C)C[C@@H]2Oc3ccc(NS(=O)(=O)c4ccccc4)cc3CC(=O)N([C@H](C)CO)C[C@@H]2C)cc1,-12.0,-1.3,-12.9,-9.9,0.7,4.6,-2.7,-0.8
CC(=O)N1[C@@H]2c3cccc(=O)n3C[C@@H]2[C@@H](CO)[C@@H]1C(=O)N[C@H](C)c1ccccc1,-0.9,1.4,-10.8,-5.0,0.6,1.8,1.1,x
CC(NS(=O)(=O)c1cc2c3c(c1)CCN3C(=O)CC2)c1ccccc1 (stereo unspecified),-7.4,-6.1,-0.3,3.9,0.0,x,0.1,10.4
COc1ccc(-c2cc(C(=O)NC3CC3)c3ccccc3n2)cc1,-9.1,2.1,-8.0,0.9,0.0,-0.6,1.5,-3.1
CCCCCCCCCCCn1nnnc1N,-13.3,-3.3,4.5,-0.5,0.1,-4.0,-0.5,11.0
O=C(C[C@@H]1CC[C@@H](NC(=O)c2ccncc2)[C@H](CO)O1)NCCc1ccncc1,-12.8,0.7,0.1,17.5,-0.7,-0.7,-3.5,2.3
CN(C)C(=O)CCc1ccc2c3c([nH]c2c1)[C@]1(CCc2ccccc2)[C@@H](C(=O)N2CCCCC2)C[C@H](CC(=O)NCc2ccco2)C(=O)N1CC3,1.0,-0.9,-4.4,1.8,0.1,1.0,0.9,x
CC(=O)C(Cc1ccccc1)NC(=O)COC(=O)c1cccc(C)c1[N+](=O)[O-] (stereo unspecified),2.8,1.7,2.7,-7.5,0.0,-5.5,-4.2,-1.2
C[C@@H]1CCCCO[C@@H](CN(C)C(=O)CCC(F)(F)F)[C@@H](C)CN([C@@H](C)CO)C(=O)c2cc(NC(=O)CCC(F)(F)F)ccc2O1,5.8,-0.4,x,7.0,-0.1,-3.4,-1.4,-9.2
O=C(CC1CC1)Nc1ccc2c(c1)[C@H]1C[C@H](CC(=O)NC3CCCCC3)O[C@@H](CO)[C@H]1O2,1.2,3.9,0.2,6.1,0.4,1.8,-0.3,-5.8
C[C@H]1CN([C@@H](C)CO)C(=O)Cc2cc(NC(=O)Nc3ccc(F)cc3)ccc2O[C@@H]1CN(C)CC1CCCCC1,-13.1,-0.8,6.1,15.1,0.3,0.2,1.7,x
Cc1cc(Cl)ccc1NC(=S)NCCCO,1.4,2.5,x,-16.9,0.0,-2.7,x,x
O=C(CCC(=O)N1CCN(S(=O)(=O)c2ccc(Cl)cc2)CC1)Nc1ccc(Cl)cc1Cl,0.3,3.1,2.0,x,-0.1,-1.4,-2.5,x
CSCCC(c1nc2ccccc2[nH]1)n1c(-c2cc(C(F)(F)F)cc(C(F)(F)F)c2)nc2ccccc21 (stereo unspecified),-17.7,0.9,x,1.1,-0.1,-1.7,x,x
O=C(OCc1nnc(-c2ccccc2)o1)c1cc(S(=O)(=O)N2CCOCC2)ccc1F,0.7,-0.6,3.3,0.2,0.0,-1.1,-0.1,x
COc1ccc(NC(=O)CCN2C(=O)c3ccc([N+](=O)[O-])cc3C2=O)c(OC)c1,-14.0,0.5,x,8.5,0.1,-9.1,2.0,x
COc1ccc(-c2cc(C(=O)NCC3CCCO3)c3cc(C(C)C)ccc3n2)cc1 (stereo unspecified),-7.2,-2.4,-3.6,-12.6,0.0,0.7,-2.0,x
CCNC(=O)[C@H]1[C@H](CO)[C@H]2Cn3c(ccc(C4=CCCC4)c3=O)[C@H]2N1CC1CC1,-11.2,-3.8,-10.8,9.1,-0.1,-3.4,-1.0,-1.6
O=C(C[C@H]1CC[C@H]2[C@@H](COC[C@@H](O)CN2C(=O)c2ccccc2)O1)NCCCN1CCOCC1,x,x,4.4,-11.7,0.0,x,-0.2,17.9
COc1ccc(N2C(=NC(=O)C3CCCO3)SC3CS(=O)(=O)CC32)cc1 (stereo unspecified),-1.7,-2.1,5.5,16.7,0.0,-4.1,-1.0,1.7
COC(=O)C1=C(C(=O)OC)C2C=C(C(C)C)C1C(=O)C2(C)O (stereo unspecified),0.4,-6.3,x,-8.8,-0.2,x,x,x
COCCC(=O)N1CCC(n2nccc2NC(=O)c2ccccc2C)CC1,-7.0,3.2,1.6,21.8,0.0,-3.1,-0.5,-5.5
Cc1ccc(S(=O)(=O)NCC(=O)N2CCOCCOCCOCCOCC2)cc1,-0.7,-4.9,-3.2,-3.3,0.0,x,1.3,x
Cc1cc(C)nc(NS(=O)(=O)c2ccc(NC(=O)CCC(=O)O)cc2)n1,-0.9,-0.4,x,x,0.0,-1.9,1.7,-2.2
O=C(Cn1cncn1)NCCC(c1ccccc1)c1ccccc1,-10.4,1.4,5.7,-2.8,0.1,-4.5,-0.8,x
CCOC(=O)c1[nH]c(C)c(C(=O)NCCc2ccc(OC)cc2)c1C,-7.9,1.1,1.7,2.6,x,11.1,1.0,-4.8

# Not all compounds are listed; the hit share may differ from the screen's.
